Compound activity deposited in PubChem by NMMLSC.
RGS7-Gao – human RGS7-Galphao interaction regulation | P09471 | Multiplexed bead flow cytometry, RGS7-Galphao binding; actives lie on both sides | binding response (% of control), % at 10 µM | hit rate 0.35% among 220,000 | AID 1439; in the data active = binding response below about 49% or above about 150%; inconclusive = no clear call, values can overlap the other calls; inactive = in between;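 also: fluorescent Galphao held in activated GDP-AlF4 state binding bead-coupled RGS7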
Target sequence (P09471 whole entry, looked up): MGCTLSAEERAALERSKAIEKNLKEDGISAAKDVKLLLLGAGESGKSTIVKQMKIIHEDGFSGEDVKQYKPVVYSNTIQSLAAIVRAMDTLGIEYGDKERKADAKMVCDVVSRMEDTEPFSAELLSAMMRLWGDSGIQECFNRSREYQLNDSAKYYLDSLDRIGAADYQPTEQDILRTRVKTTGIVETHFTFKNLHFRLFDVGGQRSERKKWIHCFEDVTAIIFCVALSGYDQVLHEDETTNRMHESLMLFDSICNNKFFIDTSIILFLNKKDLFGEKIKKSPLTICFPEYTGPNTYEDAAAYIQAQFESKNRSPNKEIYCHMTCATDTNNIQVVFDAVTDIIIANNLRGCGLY
GSH bead fluor – compound fluoresces at 488/530 nm on GSH beads; hit rate 0.25% among 190,000; fluorescence (KMESF) at 10 µM; GSH beads flow cytometry, compound fluorescence 488/530 nm; stronger effect = higher value; AID 1776; in the data active = fluorescence above about 89;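 also: glutathione beads carrying GST-tagged Bcl family fusion proteins plus one bare bead set; values are compound well signal with DMSO vehicle wells as background; inactives centre near 16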
Bcl-B Bim block – human Bim-Bcl-B interaction inhibition; bead-based flow cytometry, Bim peptide-Bcl-B binding; inhibition, % at 10 µM; Q9HD36; hit rate 0.073% among 190,000;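 also: 0% = tracer peptide without compound and 100% = reference inhibitor peptide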
Target sequence (Q9HD36 whole entry, looked up): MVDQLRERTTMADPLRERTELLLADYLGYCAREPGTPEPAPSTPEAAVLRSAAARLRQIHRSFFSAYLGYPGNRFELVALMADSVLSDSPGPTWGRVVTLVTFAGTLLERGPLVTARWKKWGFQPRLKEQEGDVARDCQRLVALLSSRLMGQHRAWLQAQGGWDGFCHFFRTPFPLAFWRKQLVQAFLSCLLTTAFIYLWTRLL
Avidin fluor – avidin bead compound fluorescence profile; Avidin beads, compound fluorescence 488/530 nm, flow cytometry; stronger effect = higher value; fluorescence (KMESF) at 10 µM; hit rate 0.38% among 220,000; AID 1775; in the data active = fluorescence above about 47; also: inactives centre near 10
Bim-Bcl-W – disrupts Bim peptide binding to human Bcl-W. hit rate 0.02% among 190,000. bead-based flow cytometry. inhibition, % at 10 µM. Q92843. AID 952;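 also: 0% = bound tracer without compound and 100% = peptide blocker; higher means less fluorescent Bim peptide bound to Bcl-W beads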
Bim-Bcl-XL – inhibitors of Bim-Bcl-XL interaction, human | Bim peptide-Bcl-XL binding, bead flow cytometry, fluorescence | hit rate 0.04% among 190,000 | inhibition, % at 10 µM
Target sequence (Q07817 whole entry, looked up): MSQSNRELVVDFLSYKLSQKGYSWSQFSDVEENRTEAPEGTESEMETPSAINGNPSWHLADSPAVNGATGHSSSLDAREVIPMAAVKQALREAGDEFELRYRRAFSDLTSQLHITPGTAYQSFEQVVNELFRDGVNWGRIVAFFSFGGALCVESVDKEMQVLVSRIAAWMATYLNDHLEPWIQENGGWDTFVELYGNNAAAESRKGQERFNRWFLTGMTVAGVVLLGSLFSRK
Bim-Bfl-1 – inhibitors of Bim-Bfl-1 interaction, human | Bead-based flow cytometry, Bim-Bfl-1 binding inhibition | inhibition, % at 10 µM | AID 1008 | Q16548 | hit rate 0.12% among 190,000;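 also: 0% = wells without compound plus tracer and 100% = blocker peptide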
RGS4-Gao reg – modulates binding of RGS4 to human Galphao. P09471. Multiplexed bead flow cytometry; actives lie on both sides. binding response (% of control), % at 10 µM. hit rate 0.33% among 220,000. AID 1415; in the data active = binding response below about 49% or above about 150%; inactive = in between;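 also: fluorescent Galphao activated with aluminum fluoride binding bead-coupled RGS4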
ABCB1 inh – blocks JC-1 efflux by human ABCB1 transporter; hit rate 0.067% among 190,000; CCRF-Adr cells, flow cytometry; P08183; AID 1326; inhibition, % at 6.6 µM; in the data active = inhibition above about 40%;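 also: 0% = vehicle and 100% = reference inhibitor; higher value means more JC-1 retained so stronger ABCB1 efflux block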
ABCG2 block – inhibitors of human ABCG2 transporter, ABCB1 counter-screen | AID 1325 | inhibition, % at 6.6 µM | IgMXP3 cells, JC-1 efflux, flow cytometry | hit rate 0.1% among 190,000 | Q9UNQ0;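 active = inhibition above 80%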;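 also: 0% = DMSO and 100% = nicardipine control wells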
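test system = two drug-resistant human cell lines, ABCG2 and ABCB1 | amount = 3 million cells/mL final, two lines in 1:1 ratio | reagent = JC-1 transporter substrate | doses = one concentration, 6.6 µM final | incubation = 10 min at 25 °C | signal = flow cytometric JC-1 green MFI at 530 nm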
Bim-Bcl-2 – disrupts Bim peptide binding to human Bcl-2; Bead-based flow cytometry, Bim peptide-Bcl-2 binding; inhibition, % at 10 µM; hit rate 0.06% among 190,000; AID 950; in the data active = inhibition above about 40%; inconclusive = no clear call, values can overlap the other calls;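 also: 0% = no compound wells with probe peptide and 100% = reference peptide inhibitor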
Target sequence (P10415 whole entry, looked up): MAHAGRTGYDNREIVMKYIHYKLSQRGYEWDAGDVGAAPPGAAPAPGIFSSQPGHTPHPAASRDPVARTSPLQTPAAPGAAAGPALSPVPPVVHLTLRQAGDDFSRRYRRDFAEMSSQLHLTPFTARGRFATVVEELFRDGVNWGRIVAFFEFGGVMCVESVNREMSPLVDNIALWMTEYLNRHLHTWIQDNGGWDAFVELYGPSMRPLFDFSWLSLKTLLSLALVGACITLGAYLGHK
The depositor's hits bear a star; ? = inconclusive; / = not tested or not shown; [ ] = another dose, or the depositor's remark. Rule as the data show it, unless noted: active = inhibition above about 40%. Outcome played no part in choosing rows; overall some 1.3% were active at least once.

SMILES	RGS7-Gao	GSH bead fluor	Bcl-B Bim block	Avidin fluor	Bim-Bcl-W	Bim-Bcl-XL	Bim-Bfl-1	RGS4-Gao reg	ABCB1 inh	ABCG2 block	Bim-Bcl-2
CCOC(=O)c1c(-n2cnnn2)sc(C)c1C	121	17	-18	31	-6	-7	4	101	0.2	0	-3
COc1ccc(S(=O)(=O)N(C)CC(=O)NCc2cccnc2)cc1OC	103	12	-3	20	-4	-3	-2	102	0.2	1	0
COc1ccc([N+](=O)[O-])cc1NCc1ccccc1	95	17	-12	16	-2	-5	-12	94	2.2	41	-6
Fc1ccc(COc2cccc(-c3n[nH]c(=S)o3)c2)cc1	103	10	0	3	-3	1	5	102	-3.0	-6	0
CC(C)CN(C(=O)CSc1nnc2c(Cl)cc(C(F)(F)F)cn12)C1CCS(=O)(=O)C1 (stereo not given)	100	17	-5	35	-4	-1	-1	99	0.2	0	-4
Brc1ccc(NC2=Nc3ccccc3CC2)cc1	103	23	-10	8	19	8	25	98	0.0	0	12
Cc1ccc(NC(=O)COC(=O)c2ccc([N+](=O)[O-])o2)cc1S(=O)(=O)N1CCCCC1	104	16	0	14	-1	0	-2	101	0.6	5	1
O=C(Nc1nnc(-c2ccccc2Cl)o1)c1nc2ccccc2s1	103	27	-6	8	0	0	-8	104	-0.1	0	-5
COc1ccc(/C=N/n2cc(-c3ccccc3)nc2N)cc1	96	20	84*	5	12	19	65*	97	-0.2	4	84*
COc1ccc(NC(=O)Cn2cccc2)c(OC)c1	100	31	0	10	0	1	-1	99	0.9	4	0
COc1ccc(C(=O)Nc2ccc(-c3ccc(NC(=O)c4ccc(OC)cc4)c(OC)c3)cc2OC)cc1	102	9	-12	15	-6	-8	-11	98	-0.6	-3	-10
Cc1ccc(N=Nc2c(C)[nH]n(C(N)=S)c2=O)cc1C	105	9	-5	17	-4	-3	-8	103	-0.3	0	-4
Cc1ccc(-c2onc3ccc(C=O)cc23)cc1	99	23	-4	10	2	0	0	101	0.9	4	-1
N#CCC(=O)N/N=C/c1ccc(OCc2ccccc2)cc1	97	16	0	9	2	-1	3	99	-0.3	1	-6
Cc1ccc(NC(=O)C(=O)NCCN2CCN(S(C)(=O)=O)CC2)cc1	103	10	7	4	1	3	6	102	0.3	0	7
Cc1cccc(NC2=NC(C)(C)N=C(N)N2)c1C	100	16	-2	27	-5	-2	-2	102	0.4	1	-6
O=C(COC(=O)c1ccccn1)NC12CC3CC(CC(C3)C1)C2	98	5	-5	7	6	2	-7	100	0.2	1	-2
CC(C)c1ccc(C(=O)N/N=C/c2cccc(Cl)c2Cl)cc1	96	21	2	11	0	0	0	100	0.4	2	1
C/C=C/c1ccc(OCC(=O)OCC(=O)NC2CC2)c(OC)c1	?	18	-7	11	-7	-6	-11	99	0.2	1	-9
O=C(Nc1ccc(S(=O)(=O)NCCc2ccccc2)cc1)c1ccco1	106	31	-8	13	-2	-8	-17	107	1.2	26	-8
NC(=O)c1ccc(NC(=S)NCc2ccco2)cc1	104	16	-8	12	-4	-3	-6	103	0.0	-1	-3
Clc1cccc(CSc2nnc(-c3sccc3-n3cccc3)o2)c1	103	10	-2	10	1	-1	0	104	-0.6	-2	0
COc1ccc(Nc2nc(N)nc(CSc3nccn3C)n2)cc1	97	10	-2	12	0	-1	-5	102	0.5	2	-2
N#C/C(=C/c1ccc(-c2ccccc2)o1)c1nc(-c2cccs2)cs1	118	85	-58	29	-4	-23	0	128	6.4	6	-27
COc1ccc(CNC(=O)COc2cc(=O)n(C)c3ccccc23)cc1	106	12	-6	16	0	-5	-2	107	0.2	6	-4

A stretch from the list above, as a working copy:
SMILES	RGS7-Gao	GSH bead fluor	Bcl-B Bim block	Avidin fluor	Bim-Bcl-W	Bim-Bcl-XL	Bim-Bfl-1	RGS4-Gao reg	ABCB1 inh	ABCG2 block	Bim-Bcl-2
CCOC(=O)c1c(-n2cnnn2)sc(C)c1C	121	17	-18	31	-6	-7	4	101	0.2	0	-3
COc1ccc(S(=O)(=O)N(C)CC(=O)NCc2cccnc2)cc1OC	103	12	-3	20	-4	-3	-2	102	0.2	1	0
COc1ccc([N+](=O)[O-])cc1NCc1ccccc1	95	17	-12	16	-2	-5	-12	94	2.2	41	-6
Fc1ccc(COc2cccc(-c3n[nH]c(=S)o3)c2)cc1	103	10	0	3	-3	1	5	102	-3.0	-6	0
CC(C)CN(C(=O)CSc1nnc2c(Cl)cc(C(F)(F)F)cn12)C1CCS(=O)(=O)C1 (stereo not given)	100	17	-5	35	-4	-1	-1	99	0.2	0	-4
Brc1ccc(NC2=Nc3ccccc3CC2)cc1	103	23	-10	8	19	8	25	98	0.0	0	12
Cc1ccc(NC(=O)COC(=O)c2ccc([N+](=O)[O-])o2)cc1S(=O)(=O)N1CCCCC1	104	16	0	14	-1	0	-2	101	0.6	5	1
O=C(Nc1nnc(-c2ccccc2Cl)o1)c1nc2ccccc2s1	103	27	-6	8	0	0	-8	104	-0.1	0	-5
COc1ccc(/C=N/n2cc(-c3ccccc3)nc2N)cc1	96	20	84*	5	12	19	65*	97	-0.2	4	84*
COc1ccc(NC(=O)Cn2cccc2)c(OC)c1	100	31	0	10	0	1	-1	99	0.9	4	0
COc1ccc(C(=O)Nc2ccc(-c3ccc(NC(=O)c4ccc(OC)cc4)c(OC)c3)cc2OC)cc1	102	9	-12	15	-6	-8	-11	98	-0.6	-3	-10
Cc1ccc(N=Nc2c(C)[nH]n(C(N)=S)c2=O)cc1C	105	9	-5	17	-4	-3	-8	103	-0.3	0	-4

(further entries)
SMILES	RGS7-Gao	GSH bead fluor	Bcl-B Bim block	Avidin fluor	Bim-Bcl-W	Bim-Bcl-XL	Bim-Bfl-1	RGS4-Gao reg	ABCB1 inh	ABCG2 block	Bim-Bcl-2
CCn1c2ccccc2c2cc(/C=N/NC(=O)c3cccc(C)c3)ccc21	97	77	-2	13	0	0	-5	98	-0.7	-1	-3
CC(C)CC(=O)NC(=S)Nc1ccc(N2CCOCC2)c(Cl)c1	86	17	-6	7	2	1	0	93	-0.9	0	8
COc1cccc(NC(=O)N2CCCC2C(=O)NC2CC2)c1 (stereo not given)	93	9	-1	12	0	-2	0	94	0.3	3	2
Cc1cc(N2CCOCC2)nc(SCc2ccc(Cl)cc2Cl)n1	85	16	0	31	0	0	-1	87	1.8	8	0
Cc1ccc(-c2nc3ccccc3nc2Cl)cc1	?	11	-5	14	0	-3	-4	107	-0.2	0	1
Cc1cccc(C)c1-n1nnnc1SCSc1nnnn1-c1c(C)cccc1C	102	23	-4	13	-1	0	0	105	0.8	2	0
O=C(Nc1ccccc1)N1CC=C(c2ccccc2)CC1	98	32	-11	10	-2	0	-15	100	0.8	16	-11
CCc1ccccc1NC(=O)CSc1nnc([C@@H](N)Cc2ccccc2)o1	104	12	-2	21	-2	0	4	102	1.9	9	-3
O=C(NCc1ccccc1F)C1CCN(C(=O)c2sccc2-n2cccc2)CC1	98	18	-6	8	-2	-5	-7	95	1.3	2	-5
CN(C)CCN(Cc1ccco1)C(=O)c1cc2c(Cl)nc3ccccc3c2s1	107	9	1	11	1	0	-2	105	1.6	5	-2
CC1CC(C)CN(S(=O)(=O)c2cc(C(=O)O)c(Cl)s2)C1 (stereo not given)	103	7	3	5	1	0	0	109	0.2	-1	1
Nc1nc2c(s1)C(=O)CCC2	98	16	-5	14	0	0	-3	98	1.3	6	-3
CCOC(=O)C1=C(CC)Nc2ccccc2N=C1NC(=O)Nc1ccc(Cl)c(Cl)c1	96	12	-1	18	-3	-2	-1	100	-0.1	1	-8
CCCCCOC(=O)Cn1c(=O)c2c(nc(N3CCOCC3)n2C)n(C)c1=O	107	33	-12	13	-4	-8	-19	105	1.0	19	-12
O=C1C(Cl)=C(NCC2CCCO2)C(=O)N1CCc1ccccc1 (stereo not given)	100	21	-4	15	-2	0	-1	100	-2.3	2	0
Cc1cc(C)n2nc(SCC(=O)N/N=C/c3ccc(F)cc3)nc2n1	101	32	-10	12	2	-4	-13	107	1.2	12	-14
O=C(Nc1ccc(NC(=O)C2CCCCC2)nc1)c1ccccn1	101	18	-6	13	-3	-2	-2	95	0.4	1	-1
Cc1n(N)c2ccccc2[n+]1CC(=O)c1ccccc1	97	13	0	/	0	-1	-1	101	0.1	1	-2
CC(=O)C(Cc1cccc(F)c1)(Cc1cccc(F)c1)C(C)=O	?	15	-1	8	-2	-3	-8	103	-0.1	2	-1
Cn1c(SC(C(=O)Nc2ccc(F)cc2)c2ccccc2)nc2ccccc21 (stereo not given)	100	20	-11	14	-8	-12	-9	99	0.8	16	-10
COc1cccc(CN2C(=O)CCC2(C)C(=O)NC2CCCC2)c1 (stereo not given)	105	36	-5	15	-3	-1	-5	102	-0.1	20	-3
O=C(O)CCCC(=O)Nc1cccc2cccnc12	151*[activator]	20	0	89*	2	0	0	107	0.1	1	-2
COC(=O)C1=C(C)NC(=O)/C1=C\c1cc(C)n(-c2ccccc2)c1C	82	12	-7	9	-1	0	1	86	0.7	3	3
Cc1cc(N2C(=O)C(O)=C(C(=O)c3ccco3)C2c2ccc(O)cc2)no1 (stereo not given)	94	8	0	27	-1	0	-1	97	0.7	1	-4
O=C(NCC1COc2ccccc2O1)c1c[nH]c2ccc(S(=O)(=O)N3CCOCC3)cc2c1=O (stereo not given)	101	30	-5	11	-3	-3	-7	97	-3.0	-10	-1

Following part:
SMILES	RGS7-Gao	GSH bead fluor	Bcl-B Bim block	Avidin fluor	Bim-Bcl-W	Bim-Bcl-XL	Bim-Bfl-1	RGS4-Gao reg	ABCB1 inh	ABCG2 block	Bim-Bcl-2
CCOC(=O)c1c(NC(=O)COC(=O)CNC(=O)c2ccco2)sc(C(C)=O)c1C	94	9	-5	16	-3	-3	-3	87	2.0	0	-1
CC1CCCCN1CC(=O)Nc1ccc(Oc2ccccc2)cc1 (stereo not given)	112	12	-7	17	0	-3	-11	103	-5.0	-2	-9
COc1ccc2nc(SCC(=O)NC3CCCc4ccccc43)[nH]c2c1 (stereo not given)	106	11	-5	11	-7	-6	0	103	1.8	31	-5
COc1ccc(NC(=O)C(=O)NNC(=O)C(C)Oc2ccc(Cl)cc2Cl)cc1 (stereo not given)	102	10	-4	22	1	-1	-3	100	-0.3	0	1
O=c1c(-c2nc3ccccc3s2)cccn1Cc1ccccc1	97	33	-7	8	0	-5	-14	95	-1.7	2	-8
CC1=C(C(=O)N2CCCC(CCC(=O)NCc3ccc(F)c(F)c3)C2)OCCO1 (stereo not given)	90	10	3	5	14	5	2	96	0.3	1	0
Nc1ccc(S(=O)(=O)c2ccc(Cl)cc2)cc1	81	11	-4	6	0	-6	-2	91	-0.1	0	0
CC(C)c1ccc(-c2nc(N3CCCC3)nc3n[nH]c(N)c23)cc1	100	32	-3	5	-1	-4	-1	96	0.5	4	-2
CCOC(=O)N1CCN(C(=O)c2c(N)no[n+]2[O-])CC1	97	9	0	10	0	1	-4	97	-0.2	0	-1
CCOC(=O)COc1ccc2c(c1)C(=O)CC1(CCN(C(C)=O)CC1)O2	96	13	-1	32	0	-2	0	100	0.2	1	-2
